aDG glyco up = increases alpha dystroglycan glycosylation; activation, % at 10 µM; Pro5-aDG cells, alpha-DG glycosylation AlphaScreen (IIH6); 0% Pro5, 100% B10-LARGE cell signal; AID 624168; 0.22% of 360,000 active;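 active means activation of at least 8% versus controls, or a plate z-score of at least 8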;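 further: Pro5 are CHO cells carrying HIG-tagged alpha-DG that lacks glycosylation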
NR2E3 ag-1 = activates human photoreceptor nuclear receptor NR2E3. Q9Y5X4. GST-NR2E3/biotin-RetCOR TR-FRET, 1536-well. inhibition of corepressor binding, % at 4.78 µM. 0.12% of 320,000 active. AID 2300;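 active means percent inhibition above the cutoff of mean plus 3 SD of all tested compounds, set per screening campaign, cut at about 20% in these data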;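 further: 0% = DMSO wells and 100% = biotin wells as full block of FRET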
Target sequence (Q9Y5X4 whole entry, looked up): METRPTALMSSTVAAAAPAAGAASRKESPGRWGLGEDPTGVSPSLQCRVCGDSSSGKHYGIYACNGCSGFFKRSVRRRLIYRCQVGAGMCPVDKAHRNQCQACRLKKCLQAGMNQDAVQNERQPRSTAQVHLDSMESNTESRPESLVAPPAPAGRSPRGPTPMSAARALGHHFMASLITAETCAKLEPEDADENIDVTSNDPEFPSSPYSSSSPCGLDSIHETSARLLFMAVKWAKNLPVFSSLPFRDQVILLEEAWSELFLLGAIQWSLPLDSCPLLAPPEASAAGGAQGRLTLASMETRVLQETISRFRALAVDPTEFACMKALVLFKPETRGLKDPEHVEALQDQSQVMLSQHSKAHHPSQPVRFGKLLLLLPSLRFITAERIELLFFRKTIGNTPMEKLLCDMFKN
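Material: NR2E3–RetCOR corepressor complex | Quantity: 1.35 nM GST-tagged NR2E3 final | Schedule: 5 h at 4 °C | Replication: Singlicate compound wells | Reagent: RetCOR corepressor, biotinylated, 7 nM | Controls: Biotin wells as high control, 0.6% DMSO wells as low control | Signal: TR-FRET, Eu(K)-anti-GST donor, streptavidin-D2 acceptor, ex 340, em 617/671 nm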
CaV13 ICDI inh = Disruptors of the CACNA1D IQ motif to Ca2+-dependent inactivation inhibitor domain association, primary screening, Förster resonance energy transfer in intact living …. HEK cells, CFP/YFP FRET ICDI-IQ, plate reader, 10 min; percent FRET-ratio fall versus neutral wells. inhibition, % at 12.3 µM. 0.098% of 340,000 active. AID 743397;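 active means mean replicate inhibition of at least 30% and at least 1% of replicates passing that level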;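 further: 0% = median of the neutral control wells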
PDI turbidity = blocks human protein disulfide isomerase activity; P07237; inhibition, % at 10 µM; PDI insulin aggregation turbidity, A650, 90 min; 0.052% of 350,000 active;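 active means mean inhibition across replicates of 30% or more, whatever share of single replicates reach that level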;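 further: absorbance from insulin aggregation driven by PDI reduction with DTT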
Target sequence (P07237 whole entry, looked up): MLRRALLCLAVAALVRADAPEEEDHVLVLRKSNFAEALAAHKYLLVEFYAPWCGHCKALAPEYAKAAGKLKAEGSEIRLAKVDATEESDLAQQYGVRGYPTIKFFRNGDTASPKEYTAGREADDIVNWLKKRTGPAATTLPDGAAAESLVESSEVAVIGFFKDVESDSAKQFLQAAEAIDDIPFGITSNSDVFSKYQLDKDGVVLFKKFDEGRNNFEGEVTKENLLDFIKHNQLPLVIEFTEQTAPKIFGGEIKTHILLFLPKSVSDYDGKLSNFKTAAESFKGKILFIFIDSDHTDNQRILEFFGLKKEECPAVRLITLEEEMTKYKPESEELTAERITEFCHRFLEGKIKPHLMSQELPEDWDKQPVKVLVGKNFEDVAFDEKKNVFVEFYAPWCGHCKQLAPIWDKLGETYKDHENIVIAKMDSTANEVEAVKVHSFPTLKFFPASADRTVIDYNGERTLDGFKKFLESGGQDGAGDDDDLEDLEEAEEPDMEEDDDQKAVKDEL
NR2E3 ag-2 = agonists of human NR2E3 nuclear receptor; Q9Y5X4; CHO-S Gal4-NCOR/VP16-NR2E3 two-hybrid, luciferase; inhibition of corepressor binding, % at 3.98 µM; 0.35% of 360,000 active; AID 602229;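 active means inhibition above the mean of all tested compounds plus 3 SD, cut at about 70% in these data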;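 further: 0% = DMSO with NR2E3 transfected cells and 100% = cells lacking NR2E3 construct; higher means lower luciferase signal from less NR2E3 corepressor binding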
MITF TRPM1 inh = reduces MITF-dependent TRPM1 promoter luciferase signal; SK-MEL-5 TRPM1 promoter luciferase, 24 h; inhibition, % at 12.5 µM; 0.83% of 330,000 active; AID 488899;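 active means mean inhibition across replicates of 60% or more, whatever share of single replicates reaches that level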; further: values of inactives mirror those of a sister screen read the other way
Peg3 prom inh = inhibitors of Peg3 promoter. HeLa PEG-Prom luciferase reporter, luminescence, overnight. inhibition, % at 20 µM. 1.7% of 360,000 active;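 active means inhibition of at least 50% at 20 µM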
Granule exo inh = blocks lytic granule exocytosis; 0.66% of 360,000 active; inhibition, % at 10 µM; TALL-104 LAMP-1 surface exposure, flow cytometry; cells stimulated with thapsigargin and PMA; AID 651702;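 active means inhibition above about 55%, limit read from the data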
HIF-2a inh = HIF-2a inhibition; 786-0 RCC cells HIF-2a reporter, luciferase luminescence, overnight; inhibition, % at 18.8 µM; 0.72% of 360,000 active;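 active means inhibition of the luminescence signal of 40% or more relative to plate controls, in a single-dose primary screen at 18.75 µM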
Vif inh = blocks HIV Vif function. inhibition, % at 7.49 µM. 0.35% of 340,000 active. AID 602346. HEK293T cells, Vif self-association by quenched fluorescence, imaging, 24 h; in the data active means inhibition above about 50%, passing the limit was not always enough; further: some results filed as inactive read as strong as hits
iPSC survival up = enhancers of human iPSC single-cell survival | 0.044% of 360,000 active | survival enhancement, % at 20 µM | hiPSC single-cell survival, ATPlite luminescence; 100% = ROCK inhibitor wells, 0% = DMSO; in the data active means survival enhancement above about 18%;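 further: cells exposed to compounds for 16 hours before the ATP read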
* marks the source's active call; other numbers are inactive results; . = not tested or not shown.

The line under a structure holds: aDG glyco up	NR2E3 ag-1	CaV13 ICDI inh	PDI turbidity	NR2E3 ag-2	MITF TRPM1 inh	Peg3 prom inh	Granule exo inh	HIF-2a inh	Vif inh	iPSC survival up
> COc1ccccc1CN(C)C(=O)CSc1nnc(C2CC2)n1C1CC1
    -0.1	2	-3	-3	-33	7	0	1	16	5	-0.5
> COc1ccc(NC(C)(C)c2nnnn2-c2c(C)cccc2C)cc1
    0.0	1	-4	2	-10	19	8	16	22	19	-0.2
> Cc1ccccc1C(=O)N1CCN(c2ccc(NC(=O)c3cccc(OC(C)C)c3)cc2)CC1
    2.8	-2	.	1	-13	45	14	3	18	-25	0.1
> CCOC(=O)CSC1=NC(=O)/C(=C\c2ccc(Cl)cc2)S1
    0.0	0	-7	-1	-110	66*	88*	10	-172	4	-0.2
> COc1ccc(C2=CC(=O)CC(c3ccc(F)cc3)C2)cn1 (configuration not stated)
    0.0	4	-6	-2	1	14	-2	0	-12	-7	-1.3
> O=C(NCc1ccccn1)C(C(=O)c1ccc(F)cc1)n1ccccc1=O (configuration not stated)
    -0.3	5	-5	-7	12	-2	-16	-3	16	-5	2.0
> O=C(/C=C/c1ccccc1)NCCS(=O)(=O)N1CCN(c2ccc(F)cc2)CC1
    0.1	0	-6	-4	-1	4	11	-1	9	-1	0.2
> Cc1noc(C)c1C(=O)Nc1nc(-c2ccc(F)c(F)c2)cs1
    0.2	-1	-2	-2	-45	-26	-43	-4	-69	3	-0.4
> CCOCCCNC(=O)C(c1ccc(OC)cc1)N(Cc1ccc2c(c1)OCO2)C(=O)c1cnccn1 (configuration not stated)
    -0.1	3	-3	-1	3	-6	4	-3	7	-1	1.8
> CN1CCN(C(c2ccc(Cl)cc2)c2cc(Cl)c3cccnc3c2O)CC1 (configuration not stated)
    0.1	6	-8	17	-33	43	65*	45	50*	7	-0.5
> COc1cc(C(=O)Nc2ccccn2)cc(OC)c1OC
    -0.3	3	-4	16	-8	-4	-6	-1	12	1	-3.3
> O=C(NCc1n[nH]c(=S)n1-c1ccc(F)cc1)c1ccc(S(=O)(=O)N2CCCCC2)cc1
    0.1	5	-3	-1	-1	-1	-2	-14	8	7	0.5
> CN(C)CCC(Oc1ccccc1OCc1ccccc1)c1ccccc1 (configuration not stated)
    0.6	-1	-5	2	2	-10	6	56*	10	-4	-0.7
> O=C(Nc1ccc2oc(-c3cccnc3)nc2c1)c1ccc([N+](=O)[O-])o1
    0.7	.	-16	-5	-19	71*	108*	-1	24	8	-0.9
> CC12CCC(=O)N1C(C(=O)Nc1nnc(SCc3ccccc3F)s1)CS2 (configuration not stated)
    0.2	-3	-12	-5	-33	-2	-14	2	-68	-1	-0.7
> C=CCn1c(=O)c2ccccc2n2c(SCC(=O)NC(C)C)nnc12
    -0.2	.	-2	-1	-21	-5	2	7	-6	-18	-0.3
> Cc1ccc(NC(=O)CS(=O)(=O)c2cn(C)c3ccccc23)c(C)c1
    0.9	2	-5	-2	-23	7	14	-4	5	13	-0.2
> CCOC(=O)Cc1csc(NC(=O)CCc2ccc(S(=O)(=O)N3CCOCC3)cc2)n1
    -0.2	4	-8	12	15	10	3	4	-9	-5	-1.4
> O=C1c2[nH]c3ccccc3c2CC1N1C(=O)c2ccccc2C1=O (configuration not stated)
    0.4	.	-4	-3	-19	.	-12	17	3	0	1.7
> COc1ccc(CNC(=O)CSc2nnc3c(Cl)cc(C(F)(F)F)cn23)cc1OC
    0.0	-2	-3	1	-18	14	-2	3	18	-3	2.7
> COc1ccc(N2CCN(c3oc(COc4ccccc4Cl)nc3C#N)CC2)cc1
    -0.1	5	-6	8	-30	-12	-3	2	-38	0	-2.5
> COc1ccc(-c2sc3cc(OC)c(OC)cc3c2-c2ccc(O)cc2)cc1
    -0.2	.	-5	-5	-16	1	40	31	5	4	0.9
> O/N=C1\CCCc2ccc3ccccc3c21
    -0.1	-2	-6	0	-2	3	-39	-1	-51	4	0.7
> COc1cc(C(=O)Nc2nc(N)n(-c3ccccc3)n2)cc(OC)c1OC
    -0.2	0	0	-4	-11	2	13	-1	9	-9	2.7
> COc1cc2c(cc1NC(C)=O)CCCC2
    -0.3	1	-5	-19	-13	0	-4	3	12	2	-0.5
> O=C(Nc1nnc(SCC(=O)N2CCCC2)s1)C1CC(=O)N(c2ccccc2)C1 (configuration not stated)
    0.4	0	-6	4	3	-11	7	14	2	-5	-0.4
> Cc1cccc(C2=N/C(=C\c3cccs3)C(=O)O2)c1
    0.2	5	6	-5	5	-10	16	0	3	-1	-0.2
> CCCC1C(c2ccccc2)C(C#N)(C#N)C2(C#N)CC1(N)NC2=O (configuration not stated)
    -0.2	0	-6	9	2	-2	12	2	12	4	-4.1
> O=C(CCc1nc2ccccc2s1)OCC(=O)c1ccc[nH]1
    0.1	1	-2	1	-7	-2	6	-1	10	-2	-0.6
> CCOCCCNC(=O)c1ccc(OC(C)=O)cc1
    -0.2	7	-3	-7	-11	-14	-5	-1	-9	.	-1.5

Arranged by value in HIF-2a inh (falling): some entries from above.
canonical_smiles | aDG glyco up | NR2E3 ag-1 | CaV13 ICDI inh | PDI turbidity | NR2E3 ag-2 | MITF TRPM1 inh | Peg3 prom inh | Granule exo inh | HIF-2a inh | Vif inh
O=C(NCc1ccccn1)C(C(=O)c1ccc(F)cc1)n1ccccc1=O (configuration not stated) | -0.3 | 5 | -5 | -7 | 12 | -2 | -16 | -3 | 16 | -5
COc1cc(C(=O)Nc2ccccn2)cc(OC)c1OC | -0.3 | 3 | -4 | 16 | -8 | -4 | -6 | -1 | 12 | 1
C=CCn1c(=O)c2ccccc2n2c(SCC(=O)NC(C)C)nnc12 | -0.2 | . | -2 | -1 | -21 | -5 | 2 | 7 | -6 | -18

(list continues)
The line under a structure holds: aDG glyco up	NR2E3 ag-1	CaV13 ICDI inh	PDI turbidity	NR2E3 ag-2	MITF TRPM1 inh	Peg3 prom inh	Granule exo inh	HIF-2a inh	Vif inh	iPSC survival up
> O=c1[nH]c(Cc2cccc(C(F)(F)F)c2)nc2ccccc12
    1.0	-2	-18	-5	13	1	15	-12	11	-12	0.2
> Clc1ccc(NCc2nncn2-c2ccccc2)cc1
    -0.2	-1	-1	9	-7	4	-14	0	-13	1	3.0
> CCOc1ccc(-c2nnn(CC(=O)c3ccc4c(c3)OCCO4)n2)cc1
    0.1	1	-10	-4	-13	-5	16	-1	-16	5	0.7
> O=C1NC2(CCCC2)N=C1c1ccc(F)cc1
    -0.1	0	-5	-7	-6	-5	15	-1	7	.	-0.8
> CC(C)C1C(=O)N(Cc2cn(Cc3ccco3)nn2)CCS(=O)(=O)N1Cc1ccc(-c2ccc(Cl)cc2)cc1 (configuration not stated)
    0.2	.	-3	5	-22	.	31	35	-30	-3	-1.4
> Cc1ccc(C2CN(C)C3(C(=O)Nc4ccccc43)C23COc2ccccc2C3=O)cc1 (configuration not stated)
    0.0	-2	-6	10	7	0	34	0	5	1	-6.4
> CCOC(=O)c1c(N)n(C2CC(C)(C)NC(C)(C)C2)c2nc3ccccc3nc12
    0.3	2	.	0	17	5	6	2	-12	-1	-0.3
> O=C1NC[C@@H](CCCCN2C[C@H](Cc3ccc(O)cc3)N(CCc3ccccc3)C(=O)C2=O)N(CCc2ccc(O)cc2)C1=O
    0.1	.	-8	.	-2	.	.	1	-6	.	0.7
> O=C(Nc1nc2ccccc2n1CCOc1ccc(Cl)cc1)c1ccco1
    0.1	-1	19	.	1	.	-5	0	-14	-4	-2.0
> CC(=O)c1cccc(NC(=O)CN(c2ccccc2F)S(C)(=O)=O)c1
    -0.1	3	-6	1	-17	7	-2	2	11	7	-0.5
> Cn1ccnc1SCC(=O)Nc1ccc(Cl)cn1
    0.4	1	8	2	-19	-4	-27	0	-48	-1	-3.8
> COc1ccc(OC)c(C2=NS(=O)(=O)N(C)C(C(=O)N3CCC4(CC3)OCCO4)=C2)c1
    4.6	-2	-3	3	-17	-4	9	-11	7	0	-0.5
> COc1ccc(N(CC2CO2)S(=O)(=O)c2ccc(C)cc2)cc1 (configuration not stated)
    0.0	0	-3	-11	9	5	3	4	8	-1	-0.6
> Cc1cccc(NC(=S)Nn2cnnc2)c1C
    0.2	0	-4	0	-12	1	15	-5	7	5	-1.1
> O=C(COc1ccc(Cl)cc1)NNC(=O)c1ccncc1
    -0.1	6	-3	9	0	-4	13	-2	5	-3	-0.6
> O=C(CNCc1ccccc1)Nc1ccc(F)cc1
    -0.1	-1	-6	12	-37	-5	-62	-1	-66	-3	0.9
> CC1CCN(c2nc3ccccc3nc2C(C#N)C(=O)OC2CCCCC2)CC1 (configuration not stated)
    -0.2	-2	.	7	-4	7	15	1	2	14	-0.9
> Cc1cccc(C(=O)Oc2csc(=S)n2C(=O)c2cccc(C)c2)c1
    -0.1	-4	-6	25	-14	8	-16	-2	6	14	-1.0
> Cc1cc(C(F)(F)F)nc(SCC(=O)c2cccc([N+](=O)[O-])c2)n1
    0.2	-1	-2	-1	-1	-13	-5	-4	-60	2	-2.4
> O=C1C2C3C=CC(C2C(=O)N1C1CCCCC1)C1C2C(=O)N(C4CCCCC4)C(=O)C2C31 (configuration not stated)
    0.2	-3	-5	4	-19	6	19	-1	6	-3	-1.7
> COC(=O)c1c(NC(=O)Cc2ccc(OC)c(S(=O)(=O)N3CCOCC3)c2)sc(C)c1C
    -0.1	3	-6	4	-4	-2	22	3	32	-24	0.7
> O=C(CSc1nnc2scc(-c3ccccc3)n12)NCc1ccc2c(c1)OCO2
    0.1	-1	-5	-6	-11	9	11	-2	17	0	1.0
> COc1ccc(C2(OC)Oc3cc(OC)ccc3C(=O)C2(O)OC)cc1 (configuration not stated)
    -0.5	.	-2	3	-3	-5	-9	-3	-44	-1	1.3
> CC(C)(C)c1ccc(OCc2nnc(SCC(N)=O)n2N)cc1
    0.0	0	0	-3	-31	-4	3	2	4	8	-0.8
> Cc1c(NC(=O)C(C)OC(=O)c2cc(-c3cccc4ccccc34)nc3ccccc23)c(=O)n(-c2ccccc2)n1C (configuration not stated)
    0.3	-1	2	-4	3	13	13	1	15	-16	-0.7
> Nc1nnc(SCC(=O)c2ccccc2)s1
    -0.1	13	-6	-5	-25	-7	-40	-3	-89	-6	3.2
> Cc1cccc(OC(=O)CN2C(=O)C3C4CCC(C4)C3C2=O)c1C (configuration not stated)
    -0.4	-3	-4	-7	-1	-1	11	-1	6	-4	-1.6
> NS(=O)(=O)c1ccc(CCNC(=O)c2cnccn2)cc1
    0.1	1	-4	0	-48	18	6	3	9	-9	0.4
> CCNC(=S)N1CCN(c2nc(-c3cccc(OC)c3)cs2)CC1
    -0.1	3	-2	-12	-7	3	0	21	-44	1	0.3
> Cc1cc(SCC(=O)c2cccs2)nc2ccccc12
    0.9	1	-6	1	-13	-5	-82	4	-188	0	1.3
> O=S1(=O)C[C@H](N2CCN(CC3CC3)CC2)[C@@H](COCc2ccccc2)N1
    0.0	.	-6	.	-7	.	4	-1	5	.	-1.0
> CCOC(=O)c1sc2nc(Cc3ccc(Cl)cc3)[nH]c(=S)c2c1C
    0.5	1	4	-8	-16	-7	9	2	13	-3	0.9

Compound activity as filed in PubChem BioAssay.
